# Bioassay records as filed in PubChem BioAssay.
# ALOX12 inhib = blocks human 12-lipoxygenase activity | purified 12-hLO, xylenol orange hydroperoxide absorbance | Potency, µM (doses to about 57.1 µM), for inactives: at the highest dose activity change, negative = inhibition, hits mostly inhibitors | hit rate 0.12% among 150,000; further: potency means the concentration at half of the fitted maximal effect; nearly all actives have a fitted effect of over 55% in size; many of its hits are not listed in these tables
#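 Purified human 12hLO (150 nM final) was preincubated with compounds for 15 min at room temperature in 25 mM Hepes pH 7.0, 0.01% Triton X-100, then reacted with 40 uM arachidonic acid for 30 min. Hydroperoxide was detected with ferrous iron/xylenol orange.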
# 15-hLO-2 inh = inhibitors of human 15-lipoxygenase 2 (ALOX15B). AID 881. Potency, µM (top dose mostly 57.1 µM), for inactives: top-dose activity change, negative = inhibition, most hits filed as inhibitors. hit rate 0.56% among 110,000. purified 15hLO-2, xylenol orange hydroperoxide absorbance. O15296; further: potency means the concentration at half of the fitted maximal effect; nearly all actives have a fitted effect of over 60% in size; many of its hits are not listed in these tables
# Target sequence (O15296 whole entry, looked up): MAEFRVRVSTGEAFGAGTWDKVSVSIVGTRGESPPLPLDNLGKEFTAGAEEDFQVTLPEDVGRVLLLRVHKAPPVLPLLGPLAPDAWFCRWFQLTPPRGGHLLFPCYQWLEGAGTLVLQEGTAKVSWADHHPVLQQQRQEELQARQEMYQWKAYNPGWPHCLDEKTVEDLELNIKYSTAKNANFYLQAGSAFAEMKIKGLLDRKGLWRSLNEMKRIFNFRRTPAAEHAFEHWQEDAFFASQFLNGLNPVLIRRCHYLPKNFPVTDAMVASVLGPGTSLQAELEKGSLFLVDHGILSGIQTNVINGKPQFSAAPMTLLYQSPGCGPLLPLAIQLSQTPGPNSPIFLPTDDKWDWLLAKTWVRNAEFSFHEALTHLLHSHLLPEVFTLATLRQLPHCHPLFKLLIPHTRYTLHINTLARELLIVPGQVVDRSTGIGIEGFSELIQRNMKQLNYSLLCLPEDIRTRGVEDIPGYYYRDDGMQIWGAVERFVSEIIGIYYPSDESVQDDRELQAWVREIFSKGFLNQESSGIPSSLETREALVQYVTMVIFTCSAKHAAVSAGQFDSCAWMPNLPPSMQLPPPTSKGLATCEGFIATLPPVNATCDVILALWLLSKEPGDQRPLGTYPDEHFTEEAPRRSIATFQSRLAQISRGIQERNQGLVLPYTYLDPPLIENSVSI
#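 Purified human 15hLO-2 (50 nM final) preincubated with compounds 15 min at room temperature in 25 mM Hepes pH 7.5, 0.01% Triton X-100, then 45 uM arachidonic acid added for 90 min; hydroperoxide detected via ferrous/xylenol orange, 573/405 nm absorbance ratio.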
# PNC assembly inh = blocks assembly of the perinucleolar compartment | hit rate 3.1% among 140,000 | PC3M PTB-GFP, PNC prevalence imaging, 16 h; hits give low values | activity change (PNC), negative = inhibition, % at 10 µM;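 active means readout at or below -70, meaning at least 70% loss of cells showing the perinucleolar compartment, a nuclear body marking cancer cells; inconclusive means readout between -30 and a set limit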;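 further: plate controls were DMSO wells for no effect and camptothecin positive control wells for full effect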
#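 Read-out is percentage of cells bearing a perinucleolar compartment, from automated 20x imaging of fixed, Hoechst-stained PC3M PTB-GFP cells. Cells were seeded 4 h, then exposed 16 h to compound (23 nl of library stock) in duplicate plates.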
# IMPase cell inh = IMPase inhibition in cells; P97697; CHO-M1 cells, IP1 accumulation, HTRF TR-FRET ratio; inhibition (IP1 accumulation), % at 46.1 µM; 120,000 tested, under 10 active; active means well fitted curve in the direction sought with a large enough effect in the signal ratio, not every such curve was filed as active; inconclusive means small, poorly fitted or top-dose-only effect, or a change in a side signal; inactive means no such curve, though single readings can be large or run the other way; the % refers to the signal ratio;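 further: cells stimulated with carbachol in lithium chloride buffer; plate controls were DMSO basal wells for no effect and reference inhibitor wells for full effect; higher means more IMPase inhibition seen as more IP1 and lower FRET ratio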
# Target sequence (P97697 whole entry, looked up): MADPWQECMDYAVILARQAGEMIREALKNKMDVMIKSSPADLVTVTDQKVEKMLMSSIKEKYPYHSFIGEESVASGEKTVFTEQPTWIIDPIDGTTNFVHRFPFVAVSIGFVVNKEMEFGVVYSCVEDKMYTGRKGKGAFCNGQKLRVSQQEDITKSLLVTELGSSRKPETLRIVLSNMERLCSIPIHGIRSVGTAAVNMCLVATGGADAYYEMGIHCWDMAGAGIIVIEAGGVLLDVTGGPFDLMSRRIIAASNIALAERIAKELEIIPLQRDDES
#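 CHO-M1, 2000 cells/well, cultured 16–30 h; cpd up to 46 uM; carbachol (50 uM solution, stimulation buffer w/ 50 mM LiCl, pH 7.4), 30 min 37C; IP-One TR-FRET, 10 min RT; Ex 320/Em 665, 620; Hill-fit AC50.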
# Starred values were filed as active, the others as inactive; ? = inconclusive; / = not tested or not shown; [ ] = remark or other dose. Unless noted, the call rests on the fitted dose curve; in most records, active means well fitted curve in the direction sought with a large enough effect; inconclusive means small, poorly fitted or top-dose-only effect, or another doubt; inactive means no such curve, though single readings can be large; an effect the other way counts as inactive or inconclusive. Unless noted, on the % scale 0 is the no-effect control and ±100 the full control effect.
No.	SMILES	ALOX12 inhib	15-hLO-2 inh	PNC assembly inh	IMPase cell inh
1	CCN(CC)CCCNC(=O)c1cc2c(-c3ccc(Cl)cc3)nn(C)c2s1	8%	29%	26	0
2	COC(=O)C(NC(=O)c1ccccc1C)(Nc1ncc(S(=O)(=O)c2ccc([N+](=O)[O-])cc2)s1)C(F)(F)F (stereo unspecified)	-16%	2%	4	7
3	COC(=O)c1ccccc1NC(=S)N(Cc1ccc2c(c1)OCO2)Cc1cc2cccc(C)c2[nH]c1=O	0%	/	49	-10
4	COc1ccc(C(=O)NCc2ccc(N3CCN(C(=O)OC(C)(C)C)CC3)cc2)cc1	-2%	2%	4	6
5	COc1ccc(-c2nc(CN3CCCC(C(=O)NC4CCCC4)C3)c(C)o2)cc1 (stereo unspecified)	5%	38%[activator]	-27	4
6	Cc1ccc(S(=O)(=O)N2CCCCC2)cc1NC(=O)COC(=O)c1cc[n+]([O-])cc1	5%	/	-17	/
7	Cc1ccc(NC(=O)CCSc2nnc(C)s2)cc1	3%	/	298	-4
8	FC(F)(F)c1cc(-c2ccccc2)nc2ncnn12	-1%	/	348	-10
9	CCC1SC2=NC(C)=C(C(=O)OCC(C)C)C(/C=C/c3ccccc3OC)N2C1=O (stereo unspecified)	-1%	3%	-7	14
10	Cc1noc(NS(=O)(=O)c2ccc(NC(=O)CSc3nnc(-c4ccccc4)n3C3CCCCC3)cc2)c1C	0%	-7%	-27	8
11	CCCc1cc2c(cc1NC(=O)c1ccccc1F)OCO2	-1%	/	0	/
12	O=C(CN1CCSCC1)N/N=C/c1ccc(F)cc1	-3%	-13%	-18	-4
13	c1ccc(COc2ccc(CNCc3cccs3)cc2)cc1	-21%	49%[activator]	-14	9
14	CN(CP(=O)(O)CN(C)S(C)(=O)=O)S(C)(=O)=O	8%	7%	8	5
15	CN(C)c1ccc(NC(=O)CN2C(=O)CC(c3ccccc3)=Nc3ccccc32)cc1	-2%	-17%	?	-12
16	CCOC(=O)CSc1nnc(-c2ccc(S(=O)(=O)N3CCOCC3)cc2)n1-c1ccccc1	-4%	1%	?	6
17	COC(=O)c1nnn(-c2nonc2N)c1CSCCO	4%	-1%	?	4
18	COCCn1c(C)cc2c(c1=O)C(c1ccco1)C(C#N)=C(N)O2 (stereo unspecified)	7%	-1%	?	2
19	O=C(NCCCn1ccnc1)c1cc(-c2cccs2)on1	-3%	28%	94	1
20	Cc1cccc(C(=O)Oc2ccc(/C=N/NC(=O)c3ccccc3O)cc2)c1	-14%	/	9	/

# Along the list, as entered above.
# Entries 1–7 in IMPase cell inh: 0, 7, -10, 6, 4, /, -4

# (more compounds)
No.	SMILES	ALOX12 inhib	15-hLO-2 inh	PNC assembly inh	IMPase cell inh
21	CCC(C)(C)NC(=O)C(c1cccn1C)N(C(=O)Cn1nnc2ccccc21)c1ccc(OC)cc1OC (stereo unspecified)	2%	/	-8	16
22	Cc1ccc(-c2nnc(N)s2)cc1	-3%	/	35	/
23	O=C(Nc1ccc(F)cc1)c1ccccc1	14%	5%	20	-2
24	COc1ccc2[nH]c(C)c(CCN(Cc3cccs3)C(=S)Nc3ccccc3OC)c2c1	-22%	-12%	-15	3
25	O=C(NC1CCCC1)c1nc2c(nnn2Cc2cccc(Cl)c2)c(=O)[nH]1	-11%	-7%	9	0
26	C(=N\c1nc2ccccc2n1CCN1CCCCC1)/c1ccc2c(c1)OCO2	4%	45%[activator]	?	6
27	COc1ccc(-c2cc(-c3ccc(OC)cc3)[nH]n2)cc1	-13%	34%[activator]	-16	9
28	O=C(CCC1CCCCC1)Nc1ccccc1O	-2%	-20%	5	-1
29	COc1ccc(NS(=O)(=O)c2cccc(C(=O)N/N=C(\C)c3ccc(-n4ccnc4)cc3)c2)cc1	-7%	13%	52	4
30	CN(Cc1ccccc1)C(=O)COC(=O)c1cc(-c2ccc(Cl)s2)nc2ccccc12	-7%	8%	1	-7
31	Cc1ccc2[nH]c3c(c2c1)CC/C(=C/c1ccccc1)C3=O	-6%	-24%	17	-5
32	COC(=O)c1sc(NC(=S)NC(=O)c2cccc(C)c2)nc1C	-1%	/	13	/
33	COc1ccc(NC(=O)N2CC[C@@]3(CCCN(C(=O)c4c(C)noc4C)C3)C2)cc1	4%	11%	/	/
34	Cc1ccc(Cl)cc1N1CCN(C(=O)CSc2ccsc2[N+](=O)[O-])CC1	-2%	/	-13	3
35	COc1ccc(C2CC(=O)c3c(O)cc(OC4OC(COC5OC(C)C(O)C(O)C5O)C(O)C(O)C4O)cc3O2)cc1O (stereo unspecified)	-7%	1%	/	-6
36	COc1ccc(Cl)cc1NC(=O)CN(C)C(C)C(=O)NCC1CCCCC1 (stereo unspecified)	-6%	16%	-14	?
37	Cc1ccc(-n2c(SCC(=O)NNC(=S)Nc3ccccc3)nc3ccccc3c2=O)cc1	-5%	/	137	/
38	COc1ccccc1CNC(=O)C(=O)NCC1OCCN1C(=O)c1cccs1 (stereo unspecified)	-1%	/	2	-10
39	CN(C)CCN1C(=O)c2oc3ccc(Cl)cc3c(=O)c2C1c1cccc(Br)c1 (stereo unspecified)	-2%	24%	-25	9
40	COc1cc(C)ccc1OCCOc1c(C)cccc1Cl	-1%	6%	23	0
41	COc1ccc(N2CCN(C(CNC(=O)C(=O)NCCC3=CCCCC3)c3ccco3)CC2)cc1 (stereo unspecified)	2%	/	?	/
42	COc1cccc(OCC(O)CN2CCC(C)CC2)c1 (stereo unspecified)	3%	10%	-8	2
43	COC(=O)c1[nH]c2ccc(C)cc2c1NC(=O)CCN1CCN(Cc2ccc3c(c2)OCO3)CC1	6%	25%	15	21
44	C[C@@H]1O[C@@H](OC[C@H]2O[C@@H](Oc3c(-c4cccc(O)c4O)oc4cc(O)cc(O)c4c3=O)[C@H](O)[C@@H](O)[C@@H]2O)[C@H](O)[C@H](O)[C@H]1O	-4%	-9%	/	?
45	Cn1nc(-c2ccccc2F)c2cc(C(=O)Nc3ccc4c(c3)OCCO4)sc21	-9%	3%	-18	10
46	COc1ccc(-c2cc(C(=O)O)[nH]n2)cc1OC	1%	-2%	24	2
47	CCc1oc2ccccc2c1C(=O)c1cc(Br)c(O)c(Br)c1	-17%	-9%[11.4 µM]	26	-17[20.6 µM]
48	O=[N+]([O-])c1ccc(OCCCCN2CCCCC2)cc1	1%	/	-26	9
49	C=CCSSSCC=C	1%	-10%	/	/
50	Cc1cccc(Nc2nnc(SCC(=O)Nc3cccc(S(=O)(=O)N4CCCCC4)c3)s2)c1	-2%	/	13	/
51	COc1ccc(OC)c(NC(=O)CSc2nnc(Cc3cccn3C)n2-c2ccc(F)cc2)c1	-6%	-8%	?	-8
52	O=C(CSCc1ccccc1)NCc1ccc2c(c1)OCO2	-5%	-2%	32	2
53	Cc1cc(C)n2nc(C(=O)OCCOc3cccc(Br)c3)nc2n1	-1%	-9%	5	-5
54	C=CCNC(=O)c1c(N)n(-c2cccc(S(N)(=O)=O)c2)c2nc3ccccc3nc12	-6%	5%	-3	-3
55	CCCC1=C/C(=C/c2ccc(-c3ccccc3OC)o2)C(=O)O1	-12%	/	-3	/
56	CCCCNS(=O)(=O)c1ccc(OC)c(C)c1	-3%	/	109	-4
57	CCOCCCNC(=O)Cn1ncc2c(=O)oc3ccccc3c21	0%	/	-12	?
58	O=C(NCc1cccs1)NC1CCCCC1	-1%	-9%	?	-1
59	O=C(NCCCc1ccccc1)c1cccs1	3%	-5%	?	3
60	Cc1cccc(C)c1NC(=O)C1C2C=CC(C2)C1C(=O)NCc1ccccn1 (stereo unspecified)	10%	2%	?	10

# Brought forward from above: 4 compounds; new compounds follow.
No.	SMILES	ALOX12 inhib	15-hLO-2 inh	PNC assembly inh	IMPase cell inh
57	CCOCCCNC(=O)Cn1ncc2c(=O)oc3ccccc3c21	0%	/	-12	?
58	O=C(NCc1cccs1)NC1CCCCC1	-1%	-9%	?	-1
59	O=C(NCCCc1ccccc1)c1cccs1	3%	-5%	?	3
60	Cc1cccc(C)c1NC(=O)C1C2C=CC(C2)C1C(=O)NCc1ccccn1 (stereo unspecified)	10%	2%	?	10
61	O=C(c1cccn(Cc2cccc(Cl)c2)c1=O)N1CCOCC1	4%	/	-14	7
62	COc1ccc(Nc2nc(C)c(-c3ccccc3)s2)cc1	-4%	/	-25	4
63	CCCCCn1c(NC(=O)c2ccco2)c(S(=O)(=O)c2ccc(C)cc2)c2nc3ccccc3nc21	?	-11%	3	?
64	Cc1ccccc1S(=O)(=O)Cc1ccc(C(=O)N2CCN(c3ccc(F)cc3)CC2)o1	-5%	4%	?	2
65	O=C(CNC(=O)c1cccc(F)c1)N/N=C/c1cc(Br)ccc1OCc1ccccc1	1%	/	8	/
66	O=C(c1ncc[nH]1)c1ccccc1C(=O)N1CCOCC1	12%	-6%	16	-9
67	CCOC(=O)c1sc(NS(=O)(=O)c2ccc(NC(C)=O)cc2)nc1C	2%	6%	-8	3
68	COC(=O)c1cc2c(cc1Cl)SC(=NCCCN1CCOCC1)NS2(=O)=O	5%	-4%	7	-1
69	COc1ccc(-c2oc3ncnc(NCCCN4CCOCC4)c3c2-c2ccc(OC)cc2)cc1	1%	44%[activator]	48	3
70	CN(C)CCCNCCCNC(=O)/C=N/O	-2%	9%	7	-6
71	COc1c(N2C[C@@H]3CCCN[C@H]3C2)c(F)cc2c(=O)c(C(=O)O)cn(C3CC3)c12	-1%	1%	/	/
72	CC(=O)Nc1ccc(S(=O)(=O)Oc2ccc(C(=S)N3CCCCC3)cc2)cc1	3%	/	?	/
73	CCn1c(=O)cc(SCC(=O)Nc2cccc(SC)c2)c2ccccc21	-26%	-9%	-4	-20
74	Cc1ccc(-c2cc(C(=O)Nc3cnn(C(C)C)c3)no2)cc1	-4%	-3%	15	-2
75	CSc1nsc(SC)c1C(=O)OCC(F)(F)F	-8%	-8%	-27	10
76	CCn1c(N)c(C(=O)NCCOC)sc1=S	-10%	1%	0	3
77	CC(C)CN(Cc1cc2ccccc2[nH]c1=O)C(=O)c1cccnc1	-5%	7%	0	1
78	C=CCSc1nc2sc(C)c(C)c2c(=O)[nH]1	1%	/	-21	-5
79	O=C(Cc1cccs1)Nc1ccc(Cl)cc1	2%	0%	-10	-4
80	Cc1ccc(/C=N\NC(=O)C2CN(S(=O)(=O)c3ccccc3)CCN2S(=O)(=O)c2ccccc2)cc1 (stereo unspecified)	4%	/	63	6

# Full records, quoted from the list. Order of screens: ALOX12 inhib, 15-hLO-2 inh, PNC assembly inh, IMPase cell inh
# `COc1ccc(C2CC(=O)c3c(O)cc(OC4OC(COC5OC(C)C(O)C(O)C5O)C(O)C(O)C4O)cc3O2)cc1O` (stereo unspecified) in the list: -7%, 1%, /, -6
# `Cc1cccc(C)c1NC(=O)C1C2C=CC(C2)C1C(=O)NCc1ccccn1` (stereo unspecified) in the list: 10%, 2%, ?, 10

# Carrying on.
No.	SMILES	ALOX12 inhib	15-hLO-2 inh	PNC assembly inh	IMPase cell inh
81	O=C(O)CN=C1NC2(CCCC2)Cc2ccccc21	-5%	-9%	-29	-3
82	COc1cccc(NS(=O)(=O)c2ccc3c(c2)C2C=CCC2C(c2ccc(C(=O)O)cc2)N3)c1 (stereo unspecified)	-21%	/	23	/
83	C(/C=C/c1ccco1)=N/N1CCN(c2ccccc2)CC1	-3%	-17%	-6	3
84	O=C(OCCN(C1=NS(=O)(=O)c2ccccc21)c1ccccc1Cl)c1ccc(Cl)cc1	3%	-3%	-20	8
